Pf growth 48h = inhibits P. falciparum growth in the first generation, 48 h; hit rate 5.9% among 310,000; Potency, µM (series often up to 28.7 µM), for the others: top-dose activity change, negative = inhibition, actives largely listed as inhibitors; P. falciparum luciferase growth in erythrocytes, 48 h; further: potency means the concentration at half of the fitted maximal effect; on the % scale 0 is the no-effect control and ±100 the full control effect
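In quantitative HTS format, infected erythrocytes bearing luciferase-reporter parasites were treated for a single generation at 37 C. Luminescence after adding detection reagent served as the growth measure.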
TbPYK inhibitor = blocks Trypanosoma brucei pyruvate kinase | Q57TT1 | TbPYK enzyme, Kinase-Glo Plus ATP luminescence, 45 min | Potency, µM (top dose mostly 76.8 µM), without a hit: at the top dose activity, negative = inhibition, hits mostly inhibitors | hit rate 0.12% among 410,000 | AID 624173; further: potency means the concentration at half of the fitted maximal effect; on the % scale 0 is the no-effect control and ±100 the full control effect; nearly all actives have a fitted effect of over 50% in size
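T. brucei PYK with substrate was exposed to pin-transferred compounds across a concentration series, then started with 130 uM ADP (final). After 45 min at room temperature, Kinase-Glo Plus luminescence was read, normalized and curve-fitted.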
HCV inhibitor = HCV inhibition. Huh7.5.1 HCVcc-Cre infection, luciferase reporter, 44 h. Potency, µM (highest dose often 41.8 µM), without a hit: at the top dose activity change, negative = inhibition, hits mostly inhibitors. hit rate 3.4% among 340,000; further: potency means the concentration at half of the fitted maximal effect; on the % scale 0 is the no-effect control and ±100 the full control effect
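Antiviral activity was scored by luciferase reporter output from cells infected with HCVcc-Cre (~0.5 moi) in presence of compound, 44 h infection period, cells seeded 1,000/well 4 h prior.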
Cycloheximide cs = counter-screen hit for Shiga toxin inhibitors, cycloheximide; hit rate 12% among 300,000; max response, %; AID 2314; cell reporter, cycloheximide protein synthesis inhibition counterscreen; in the data active means max response mostly above about 13%, no sharp cut-off; inactive means mostly below about 14%; further: read at 38.3 µM for the half of the compounds with a filed dose; 0% is about no effect
Pf growth 96h = inhibits malaria parasite growth, 96 h; P. falciparum luciferase reporter growth, 96 h; Potency, µM (highest dose often 28.7 µM), for inactives: at the highest dose activity change, negative = inhibition, most hits filed as inhibitors; hit rate 6.9% among 320,000; further: potency means the concentration at half of the fitted maximal effect; on the % scale 0 is the no-effect control and ±100 the full control effect
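Two-generation exposure (96 h) targets delayed-death phenotype. Reporter parasites carrying integrated firefly luciferase, in red cells at 2% hematocrit and 0.05% parasitemia final, kept at 37 C, 5% CO2; luminescence loss indicates inhibition.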
Shiga inhibitor = inhibitors of Shiga toxin in Vero cells; hit rate 9.2% among 290,000; inhibition, % at 38.7 µM; Vero cells, Shiga toxin protein synthesis inhibition reporter; in the data active means inhibition mostly above about 28%, no sharp cut-off; inactive means mostly below about 43%; further: 0% is about no effect
LmPK inhibitor = inhibitors of Leishmania mexicana pyruvate kinase; AID 1721; Potency, µM (top dose mostly 57.5 µM), without a hit: at the top dose activity change, negative = inhibition, usual class: inhibitors; purified LmPK, Kinase-Glo ATP luminescence, 1 h; hit rate 0.37% among 290,000; Q27686; further: potency means the concentration at half of the fitted maximal effect; on the % scale 0 is the no-effect control and ±100 the full control effect
Target sequence (Q27686 whole entry, looked up): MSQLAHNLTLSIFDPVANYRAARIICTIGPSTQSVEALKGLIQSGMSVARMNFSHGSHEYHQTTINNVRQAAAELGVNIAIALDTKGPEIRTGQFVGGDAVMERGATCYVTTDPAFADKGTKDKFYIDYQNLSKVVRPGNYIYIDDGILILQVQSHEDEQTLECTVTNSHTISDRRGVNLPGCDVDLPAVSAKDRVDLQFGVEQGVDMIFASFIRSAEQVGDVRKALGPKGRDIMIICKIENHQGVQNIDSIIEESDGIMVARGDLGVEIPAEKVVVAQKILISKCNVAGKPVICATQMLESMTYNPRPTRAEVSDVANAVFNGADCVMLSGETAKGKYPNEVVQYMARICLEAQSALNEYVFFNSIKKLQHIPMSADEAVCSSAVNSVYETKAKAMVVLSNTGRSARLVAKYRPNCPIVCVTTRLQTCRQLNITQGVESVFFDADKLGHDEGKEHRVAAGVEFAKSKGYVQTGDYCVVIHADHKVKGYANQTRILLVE
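Purified LmPK (0.1 nM) converted ADP (0.1 mM) to ATP with PEP (0.5 mM) in imidazole buffer pH 7.2 with KCl and MgCl2, 1 h at room temperature. ATP was read by Kinase-Glo luminescence; data normalized to uninhibited and no-enzyme controls.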
Numbers without * were called inactive; i = inactive; u = inconclusive; x = not tested or not shown; & = joins results of further samples; [ ] = remark or other dose. Unless noted, the call rests on the fitted dose curve; in most records, active means well fitted curve in the direction sought with a large enough effect; inconclusive means small, poorly fitted or top-dose-only effect, or another doubt; inactive means no such curve, though single readings can be large; an effect the other way counts as inactive or inconclusive.

SMILES	Pf growth 48h	TbPYK inhibitor	HCV inhibitor	Cycloheximide cs	Pf growth 96h	Shiga inhibitor	LmPK inhibitor
COc1cc(C2C(C(C)=O)=C(C)Nc3ncnn32)ccc1O (configuration not stated)	-16%	-5%	7%	-3	61%[activator]	-8	0%
Cc1c(C(=O)NCCCN2CCOCC2)sc2nc(-c3ccc(F)cc3)cn12	u	4%	10µM*	10	u	15	-2%
N#Cc1ccccc1S(=O)(=O)N1CCN(C(=O)c2cc(-c3ccccc3)nn2-c2ccccc2)CC1	u	-2%	11µM*	-1	u	15	-6%
COc1ccc(NC(=O)COC(=O)c2c(F)cccc2Cl)cc1OC	128%[activator]	x	x	41*	175%[activator]	76*	2%
COc1ccc(NC(=O)CSc2nnc(CNc3ccc(F)cc3)o2)c(OC)c1	-5%	-2%	-22%&-19%	-7	93%[activator]	-33	-1%
O=C(NN=C1CCCCCC1)c1ccc(Br)o1	28%	-11%	-14%	48*	12%	87*	-2%
COc1ccc(C(=O)OCC(=O)NCC2CCCO2)cc1[N+](=O)[O-] (configuration not stated)	55%[activator]	-1%	5%	0	18%	-7	12%
O=C(N/N=C/c1cccc(O)c1)c1csc2ccccc12	16%	-7%	-15%	49*	15%	87*	-4%
CC1=CS(=O)(=O)CC1Sc1nc2ccccc2[nH]1 (configuration not stated)	-6%	-4%	26%	-4	7%	4	-6%
COc1ccc(CCNC(=O)CCCn2c(=O)c3cccn3c3cccnc32)c(OC)c1	u	-7%	u	8	10µM*	-3	3%
COC(=O)Nc1ccc(SCC(=O)c2ccccc2)cc1	31%[activator]	-4%	7%	51*	35%[activator]	62*	5%
COc1ccc(N2CCN(C(=O)COC(=O)CNC(=O)c3cccc(OC(F)F)c3)CC2)cc1	13%	3%	14%	x	-8%	x	x
Clc1ccc2nc(CSc3nc4ccccc4o3)cn2c1	93%[activator]	2%	-1%&-2%	37*	u	129*	-1%
O=C(NCc1cccs1)C(Cc1ccccc1)n1cccc1 (configuration not stated)	u	2%	0%	-2	-16%	-4	7%
CCOC(=O)C1CCN(CCC(=O)Nc2cccc(Cl)c2C)CC1	0%	-1%	u	-3	u	-3	-1%
CCOc1cc(CNCCO)cc(Br)c1OCc1ccccc1	u	-5%	10µM*	1	0%	12	0%
Cc1ccc(NC(=O)c2cc(-c3ccccc3O)n[nH]2)cc1C	u	-7%	9%	12	u	41	-2%
Cc1cc(OCC(=O)N2CCCCCC2)ccc1[N+](=O)[O-]	121%[activator]	7%	-3%	43*	53%[activator]	17	-2%
Cc1nn(-c2ccccc2)c2nc(N)c(C#N)c(-c3ccc(F)cc3)c12	12µM*	-9%	u	6	u	3	10%
COCC(=O)N1CCCC(C(=O)c2ccc(C(F)(F)F)cc2)C1 (configuration not stated)	0%	-9%	0%	2	u	-9	-4%
Cn1c(C(=O)O)cc2cc(F)ccc21	16%	-3%	-4%	20	8%	13	4%
COc1ccc(C(=O)Nc2cccc(NC(C)=O)c2)cc1OC	23%	-12%	4%	-2	u	-14	-7%
CCOc1ccccc1NC(=O)Cc1c(F)cccc1Cl	u	5%	-13%	-2	u	-1	4%
COc1ccc(C(CNC(=O)c2cccc(S(=O)(=O)Nc3ccc(C)cc3)c2)N2CCCCC2)cc1 (configuration not stated)	8.3µM*	1%	3.2µM*	x	9.3µM*	x	x
CC[C@@H]1CC=C[C@H]2[C@H]1C(=O)N(Cc1ccccc1)[C@H]2c1cc(C)ccc1F	u	x	x	-3	u	-3	1%
Oc1ccc(Cl)cc1Cc1cc(Cl)ccc1O	u	-2%&-8%	u	-1	u	26	9%
COc1cccc(N/C(SCc2ccccc2Cl)=C(/C#N)C(=O)NCc2cccs2)c1	10µM*	1%	-4%	5	u	-7	0%
CC(=O)OC1COC(N2CCc3cc(Br)c([N+](=O)[O-])cc32)C(OC(C)=O)C1OC(C)=O (configuration not stated)	-9%	5%	6%	-6	x	-32	2%
O=C(NCCCN1CCC(Cc2ccccc2)CC1)C1CCC(=O)N1C1CCCC1 (configuration not stated)	x	-1%	-11%	3	u	-8	-4%
CCOC(=O)c1ccc(N2C(=O)CC(N3CCN(Cc4ccccc4)CC3)C2=O)cc1 (configuration not stated)	-7%	1%	19%	-2	x	-5	0%
CC(O)CSc1nc2c(c(=O)n(C)c(=O)n2C)n1CCCc1ccccc1 (configuration not stated)	u	3%	-5%	-1	u	-14	4%
Cc1ccc(C(=O)NN2C(=O)C3C4C=CC(C4)[C@@H]3C2=O)cc1 (some centres not stated)	1.9µM*	3%	5%	12	82%[activator]	33	-1%
Cc1cc(NS(=O)(=O)c2ccc(NC(=O)c3ccoc3C)cc2)nc(C)n1	24%	-10%	10%	16	x	-14	-1%
COc1ccc(-c2nc(-c3ccccc3)nc(Cl)c2C#N)cc1	2%	-12%	1%	-2	8%	-8	3%
Cc1cccc(Cn2c(O)c(N=NC(=S)Nc3ccccc3F)c3ccccc32)c1	u	2%	4µM*	-3	0%	-3	5%
O=C(CCC(=O)OCCCC(F)(F)C(F)(F)F)Nc1ccccc1	11%	-2%	2%	-1	8%	-12	-1%
Cc1c(C(=O)OCC(=O)Nc2c(C)n(C)n(-c3ccccc3)c2=O)cccc1[N+](=O)[O-]	15%	5%	10%	5	-7%	-6	6%
O=C(O)COc1ccc(/C=C/c2nc3ccc([N+](=O)[O-])cc3s2)cc1	51%[activator]	-15%	20%	-2	49%[activator]	15	-8%
CCC(C)[C@H](NC(=O)NCc1ccccc1Cl)C(=O)O (some centres not stated)	16%	-3%	10%	-1	x	-4	-1%
Cc1ccc(S(=O)(=O)N2CCN(C(=O)COC(=O)c3cccc(Cl)c3)CC2)c(C)c1	-24%	-7%	-8%	x	-30%	x	x
Cc1cc(C(=O)NNC(=O)CCCCC(=O)NNC(=O)c2cc(C)[nH]n2)n[nH]1	-1%	-7%	-4%	-2	52%[activator]	-9	-4%
NC(=O)CC(NC(=O)Cc1cccc2ccccc12)c1ccc(NC2CC3CCC2C3)c([N+](=O)[O-])c1 (configuration not stated)	16%	5%	11µM*	-3	u	-2	2%
O=C(OCC(=O)N1CCCc2ccccc21)c1cccnc1Cl	29%	-2%	-9%	11	18%	24	-6%
CC(C)(COC(=O)Nc1ccccc1)COC(=O)Nc1ccccc1	u	5%	-14%	19*	u	35	-5%
Cc1ccc(-c2cc(C(F)F)n3ncc(C(=O)N4CCc5ccccc54)c3n2)cc1	u	1%	u	-5	u	-7	1%
O=CNCc1nc2ccccc2n1CCc1ccccc1	-3%	0%	20%	3	-26%	2	-5%
Cc1nn(-c2ccccc2)c(N)c1-c1ccccc1	92%[activator]	1%	1%	38*	240%[activator]	64*	-6%
COCCCNC(=O)/C=C/c1c(Cl)cccc1Cl	40%[activator]	-13%	12%	3	25%	30	0%
CC(=O)N1c2c(cc(Br)cc2S(=O)(=O)NCc2ccccc2)CC1C (configuration not stated)	-11%	-6%	5%	-1	u	-2	0%
Cc1c(NC(=O)CN2C(=O)NC(C)(c3ccc4c(c3)OCCO4)C2=O)c(=O)n(-c2ccccc2)n1C (configuration not stated)	4%	-7%	6%	-2	-16%	5	-1%
(listing goes on)
SMILES	Pf growth 48h	TbPYK inhibitor	HCV inhibitor	Cycloheximide cs	Pf growth 96h	Shiga inhibitor	LmPK inhibitor
COc1ccc2[nH]c3c(=O)n(/N=C/c4ccc(OC)c(CN5CCCC5)c4)c(C)nc3c2c1	u	5%	-14%	-3	u	-6	2%
Cc1cc(C)cc(NC(=O)COC(=O)CC2CCCC2)c1	-17%	-5%	-11%	x	5%	x	x
Cc1cc([N+](=O)[O-])ccc1NC(=O)c1csc(C)c1C	145%[activator]	8%	-24%	63*	-5%	99*	-3%
Cc1ccccc1OCCC(=O)OCC(=O)NC1CC1	-4%	-1%	1%	x	-5%	x	x
COc1ccccc1C(=O)NC(C)c1cccc2ccccc12 (configuration not stated)	u	8%	u	-1	-37%	19	7%
COc1ccc(CCNC(=O)CN(C)S(=O)(=O)c2ccc(OC)cc2)cc1	0%	-1%	u	-2	u	x	-5%
C#CCOCCOCCOCCNc1nc(N2CCN(C(=O)[C@H](CCCCN)n3cc(C(N)CO)nn3)CC2)nc(N2CCN(C(=O)[C@H](CCC(=O)O)n3cc(C(N)Cc4ccc(O)cc4)nn3)CC2)n1 (some centres not stated)	77%[activator]	x	x	2	51%[activator]	-16	1%
COc1ccc(N/C(=C(/C(Cl)=C(Cl)Cl)[N+](=O)[O-])n2nnc3ccccc32)cc1	x	x	x	-1	22%	-2	-1%
Cc1cccc(-c2cc(N)n(-c3ccccc3)n2)c1	335%[activator]	10%	17%	45*	i	65*	u
Cc1occc1C(=O)N(Cc1nc(-c2ccccc2)no1)C(C)C	-26%	-1%	8%	12	11%	-1	0%
CCOc1cc(NC(=O)c2cccs2)c(OCC)cc1NC(=O)c1ccccn1	0%	4%	u	-2	u	9	2%
N#CCN(CC#N)C(=O)C1c2ccccc2Oc2ccccc21	-5%	0%	12%	-3	2.9µM*	20	-4%
CCCCCCC1/C(=N\NC(=O)c2ccccc2)CCC1C(=O)OC (configuration not stated)	x	-15%	-10%	35*	-16%	80*	2%
CCOC(=O)NC(c1ccc(C(C)C)cc1)C(Cl)(Cl)Cl (configuration not stated)	u	2%	15%	-4	u	1	4%
COc1ccc(CCNC(=O)COc2cccc3c2OC(C)(C)C3)cc1OC	u	-4%	u	x	u	x	x
COc1ccc(NC(=O)CSc2nnc(-c3cccnc3)o2)cc1	x	-2%	16%	-1	15%	-5	-3%
Cc1ccc(S(=O)(=O)NCC(=O)OC(C)C(=O)NC(=O)NC2CCCCC2)cc1C (configuration not stated)	-16%	0%	6%	x	-2%	x	x
Cc1cccc(OC(=O)C2C(c3ccccc3)C(C(=O)O)C2c2ccccc2)c1 (configuration not stated)	x	-6%	14%	-5	u	-6	4%
Cc1ccc(NNC(=O)c2c(C)noc2C)cc1Cl	-15%	1%	-22%	-1	-12%	-4	-2%
O=C(NCc1cccs1)C1CC1	-39%	-1%	12%	14	-5%	13	0%
Cc1ccc(C)c(NC(=S)Nc2cccnc2)c1	-8%	-2%	5%	-7	5%	10	1%
CCOCc1[nH]c(=S)[nH]c(=O)c1Cc1ccc(OCC)cc1	u	3%	18%	21	45%[activator]	-12	-1%

Full records, quoted from the list:
Listed for CCOCc1[nH]c(=S)[nH]c(=O)c1Cc1ccc(OCC)cc1 → Pf growth 48h = u; TbPYK inhibitor = 3%; HCV inhibitor = 18%; Cycloheximide cs = 21; Pf growth 96h = 45%[activator]; Shiga inhibitor = -12; LmPK inhibitor = -1%
Listed for Cc1cccc(OC(=O)C2C(c3ccccc3)C(C(=O)O)C2c2ccccc2)c1 (configuration not stated) → Pf growth 48h = x; TbPYK inhibitor = -6%; HCV inhibitor = 14%; Cycloheximide cs = -5; Pf growth 96h = u; Shiga inhibitor = -6; LmPK inhibitor = 4%
Listed for COc1ccc(CCNC(=O)COc2cccc3c2OC(C)(C)C3)cc1OC → Pf growth 48h = u; TbPYK inhibitor = -4%; HCV inhibitor = u; Cycloheximide cs = x; Pf growth 96h = u; Shiga inhibitor = x; LmPK inhibitor = x

Compound activity: PubChem, National Center for Advancing Translational Sciences (NCATS)
